# hDAT+cocaine – changed hDAT dopamine uptake under cocaine IC80, either direction, primary screen, cocaine antagonist project, cell-based, LLC-PK1 hDAT, [14C]-dopamine uptake, MLSMR | LLC-PK1 hDAT cells, [14C]-dopamine uptake with cocaine IC80; actives deviate in either direction | B-score at 10 µM | actives 1.3% (n = 110,000);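 active means Z score or B-score, a plate-position-corrected score, falls beyond the plate's 99.7% confidence bounds, in either direction; inactive means both scores lie inside the 99.7% bounds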;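 further: scored against the spread of the other compound wells on the same plate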
# Target sequence (Q01959 whole entry, looked up): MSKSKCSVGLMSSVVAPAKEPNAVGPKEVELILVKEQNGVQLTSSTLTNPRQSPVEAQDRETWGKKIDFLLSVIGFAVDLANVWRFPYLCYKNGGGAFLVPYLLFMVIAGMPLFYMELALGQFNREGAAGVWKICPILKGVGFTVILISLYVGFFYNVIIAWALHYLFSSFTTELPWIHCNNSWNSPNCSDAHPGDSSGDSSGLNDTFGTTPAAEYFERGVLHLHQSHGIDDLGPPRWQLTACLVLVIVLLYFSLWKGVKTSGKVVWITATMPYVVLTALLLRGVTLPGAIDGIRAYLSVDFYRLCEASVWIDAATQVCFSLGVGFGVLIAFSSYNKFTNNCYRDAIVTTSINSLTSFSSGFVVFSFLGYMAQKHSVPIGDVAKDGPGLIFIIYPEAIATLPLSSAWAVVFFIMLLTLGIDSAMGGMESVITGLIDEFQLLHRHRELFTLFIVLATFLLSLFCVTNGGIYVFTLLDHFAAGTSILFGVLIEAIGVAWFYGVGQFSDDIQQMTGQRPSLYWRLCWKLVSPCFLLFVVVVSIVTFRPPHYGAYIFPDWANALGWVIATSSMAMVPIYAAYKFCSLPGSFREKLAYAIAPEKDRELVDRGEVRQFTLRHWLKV
# HUVEC tox TNFa – cytotoxicity in TNFa-stimulated HUVEC, primary screen, cytotoxicity control for VCAM1 expression modulator project, imaging, Hoechst nuclei count. actives 0.17% (n = 93,000). HUVEC TNFalpha-stimulated, Hoechst cell count. cell count reduction, % at 2 µM;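 active means cell count reduction exceeding the screen mean by over 5 SD, scaled to untreated wells per plate, cut at about 78% in these data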;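 further: cells counted after 24 h of TNF alpha exposure following the 1 h pretreatment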
# Ecoli WT expand – growth inhibitors of wild-type E. coli, primary screen, strain BW25113, expanded library, OD600; OD600 absorbance; growth inhibition, % at 100 µM; AID 710, 2007; actives 0.15% (n = 98,000);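 active means growth inhibition above about 50% at one test dose, limit read from the data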;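 further: growth measured after 20 h incubation at 37 °C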
# PLK1 PBD inh – Plk1 polo box domain binding inhibitors, primary screen, biochemical, fluorescence polarization; Serine/threonine-protein kinase PLK1 (Homo sapiens), P53350; Plk1 PBD phosphopeptide binding; inhibition, %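 (tested at about 20 µM)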; actives 0.13% (n = 97,000); in the data active means inhibition above about 34%, passing the limit was not always enough
# PLK1 inh – human PLK1 kinase inhibitors, primary screen, biochemical, TR-FRET; Serine/threonine-protein kinase PLK1 (Homo sapiens), P53350; recombinant PLK1 kinase, TR-FRET peptide phosphorylation; inhibition, % at 10 µM; actives 0.53% (n = 97,000); AID 619, 2007;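 active means inhibition of 50% or more in the single-concentration screen; inactive means inhibition below 50%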;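 further: 0% = DMSO max control and 100% = H-89 dihydrochloride min control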
# IL1B cytotox – cytotoxicity in IL-1B stimulated HUVEC, primary screen, cytotoxicity control for IL-1B NFkB translocation project, imaging, Hoechst nuclear count, IL-1B stimulus. HUVEC cell count loss. cell count reduction, % at 2 µM. actives 0.41% (n = 94,000). AID 845, 2007;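 active means cell count reduction more than 3 SD above the screen-wide mean, cut at about 70% in these data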;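 further: normalized per plate to untreated control cells as the no-loss baseline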
# VCAM1 TNFa inh – inhibitors of TNFa-induced VCAM1 expression, primary screen, imaging, HUVEC, TNFa stimulus, immunofluorescence; HUVEC TNFa-induced VCAM-1 immunofluorescence, high-content imaging; inhibition, % at 2 µM; actives 0.48% (n = 95,000); AID 802, 2007;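 active means inhibition above the batch mean plus 3 SD, with images confirmed as a hit by eye, cut at about 37% in these data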;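 further: 0% = TNF-stimulated DMSO wells and 100% = unstimulated control wells; not every result past the cut was called active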
# sEH inh – soluble epoxide hydrolase inhibitors, primary screen, biochemical, human sEH | recombinant human sEH enzymatic activity assay | inhibition, % at 2 µM | actives 0.34% (n = 91,000); in the data active means inhibition above about 80%; further: values of inactives mirror those of a sister screen read the other way; many of its hits are not listed in these tables
# cytoskel mod – modifiers of F-actin cytoskeleton organization, primary screen, imaging, HUVEC, phalloidin staining, high-content imaging; HUVEC TNFa F-actin phalloidin imaging; inhibition, % at 2 µM; actives 0.18% (n = 91,000); AID 836, 2007;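 active means inhibition above the batch mean plus 3 SD and confirmed as a hit by visual image inspection, cut at about 30% in these data, passing the limit was not always enough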; further: strong numbers were not always called active
# Starred values were filed as active, the others as inactive; . = not tested or not shown. An unsorted share of the library; any-hit rate near 3.4%.
1) Cc1ccc(-n2c(Cc3cccn3C)nnc2SCC(=O)NC2CCCCC2)cc1
2) O=C(O)CCc1ccc(-c2ccc(Cl)cc2)n1Cc1ccco1
3) Nc1ccc(CN2CCCCCC2)cc1
4) COc1cc(S(=O)(=O)N2CCN(C)CC2)c(OC)cc1Br
5) Cc1c(C(=O)O)sc(=S)n1CCOc1ccccc1
6) CCOC(=O)c1cn(-c2nc(-c3ccc(Cl)c(Cl)c3)cs2)c2c(F)c(N3CCOCC3)c(F)cc2c1=O
7) Cc1ccc(OC(=O)c2cc3ccccc3o2)cc1
8) CC(C)n1cc(/C=C2\NC(=O)N(c3cccc(Cl)c3)C2=O)c2ccccc21
screen / no.,1,2,3,4,5,6,7,8
hDAT+cocaine,0.79,0.27,0.73,0.064,-0.17,.,-0.026,0.0058
HUVEC tox TNFa,-6,-39,-32,-9,-43,-11,-29,-32
Ecoli WT expand,5,1,.,-1,-9,-5,9,-10
PLK1 PBD inh,-9,-6,-11,26,4,-18,-19,-7
PLK1 inh,-4,-4,-6,-10,-13,-17,5,-4
IL1B cytotox,.,7,-9,4,-25,-2,-120,4
VCAM1 TNFa inh,4,14,8,-31,21,9,-1,14
sEH inh,.,8,4,3,3,4,2,1
cytoskel mod,5,25,4,2,27,-2,6,9

# As entered above:
# entry 7 – PLK1 inh = 5
# entry 6 – HUVEC tox TNFa = -11

# Whole records from above. Screens in order: hDAT+cocaine | HUVEC tox TNFa | Ecoli WT expand | PLK1 PBD inh | PLK1 inh | IL1B cytotox | VCAM1 TNFa inh | sEH inh | cytoskel mod
# COc1cc(S(=O)(=O)N2CCN(C)CC2)c(OC)cc1Br in the list: 0.064 | -9 | -1 | 26 | -10 | 4 | -31 | 3 | 2
# CC(C)n1cc(/C=C2\NC(=O)N(c3cccc(Cl)c3)C2=O)c2ccccc21 in the list: 0.0058 | -32 | -10 | -7 | -4 | 4 | 14 | 1 | 9
# Cc1c(C(=O)O)sc(=S)n1CCOc1ccccc1 in the list: -0.17 | -43 | -9 | 4 | -13 | -25 | 21 | 3 | 27

# Random excerpt: 3 records from the list
7) Cc1ccc(OC(=O)c2cc3ccccc3o2)cc1
1) Cc1ccc(-n2c(Cc3cccn3C)nnc2SCC(=O)NC2CCCCC2)cc1
3) Nc1ccc(CN2CCCCCC2)cc1
screen / no.,7,1,3
hDAT+cocaine,-0.026,0.79,0.73
HUVEC tox TNFa,-29,-6,-32
Ecoli WT expand,9,5,.
PLK1 PBD inh,-19,-9,-11
PLK1 inh,5,-4,-6
IL1B cytotox,-120,.,-9
VCAM1 TNFa inh,-1,4,8
sEH inh,2,.,4
cytoskel mod,6,5,4

# Further results follow.
9) CC1CCCC(C)N1CCCNC(=O)c1cc2c(=O)n(C)c3ccccc3c2n1C (stereo unspecified)
10) CCC(=O)N1CCN(c2nc(-c3ccc(Cl)cc3)cs2)CC1
11) OC(COCc1ccccc1)CN1CCN(c2ccccc2)CC1 (stereo unspecified)
12) COCCNC(=O)c1ccc(CS(=O)(=O)c2c(Cl)cccc2Cl)o1
13) Cc1cc2c3c(c1)C1(SCC(=O)N1c1ccc(F)cc1)C(=O)N3C(C)(C)CC2C (stereo unspecified)
14) CCCOc1cccc(/C=N/NC(=O)c2csc(C)c2C)c1
15) COc1ccc(CCNC(=O)CC2COc3ccccc3O2)cc1OC (stereo unspecified)
16) CCC(=O)Nc1ccc(NC(=O)CSc2nnnn2CC)cc1C
screen / no.,9,10,11,12,13,14,15,16
hDAT+cocaine,-0.3,0.044,-0.66,0.025,-0.19,0.0039,0.085,0.91
HUVEC tox TNFa,-38,.,2,-21,1,-9,-1,6
Ecoli WT expand,1,.,1,-2,5,-4,3,8
PLK1 PBD inh,17,-3,4,5,-2,13,-4,-6
PLK1 inh,-12,-16,-8,-7,-7,-14,-12,7
IL1B cytotox,5,13,-36,13,-12,19,-23,0
VCAM1 TNFa inh,9,-30,-6,12,2,16,0,7
sEH inh,.,-11,-2,-1,11,86*,32,.
cytoskel mod,7,-2,14,-8,-13,8,11,-17

17) CCN(CC)S(=O)(=O)c1cccc(S(=O)(=O)N2CCCCC2)c1
18) CCS(=O)(=O)c1nnnn1-c1ccccc1S(C)(=O)=O
19) CC(=O)OCCn1c(Br)nc2c1c(=O)[nH]c(=O)n2C
20) CS(=O)(=O)N1CCCC(C(=O)NCCN2CCC(Cc3ccccc3)CC2)C1 (stereo unspecified)
21) CCCC(=O)Nc1ccc(C(=O)N/N=C/c2cccnc2)cc1
22) CC(=O)c1ccc2c3c(ccc(O)c13)CC2
23) O=C(CN1N=C(C(F)(F)F)CC1(O)c1ccc([N+](=O)[O-])cc1)c1ccccc1 (stereo unspecified)
24) C=C(C)CSc1nc2nc(C)cc(C)n2n1
screen / no.,17,18,19,20,21,22,23,24
hDAT+cocaine,0.031,-1,-0.034,-0.54,-0.026,0.0044,-0.42,-0.69
HUVEC tox TNFa,-15,-24,-38,-9,-10,-16,8,-22
Ecoli WT expand,6,12,-2,-2,-5,6,.,3
PLK1 PBD inh,-34,-3,22,-20,3,8,6,-11
PLK1 inh,-9,-14,-19,6,-1,0,-7,-11
IL1B cytotox,-7,23,21,19,0,-29,10,-27
VCAM1 TNFa inh,-22,25,-8,24,14,-7,-24,8
sEH inh,8,4,4,.,-4,15,-10,-4
cytoskel mod,12,17,30,-30,8,8,-11,5

25) COc1cccc(CNC(=O)c2ccc(S(=O)(=O)N3CCCC3)cc2)c1
26) CC1CCCC(C)N1C(=O)COc1ccc(-c2nnco2)cc1 (stereo unspecified)
27) CC(=O)N1CCN(S(=O)(=O)c2ccc(C)cc2)C1C(C)C (stereo unspecified)
28) COc1ccc(CC(=O)n2nc(-c3ccccc3)nc2NCc2ccco2)cc1
29) N#Cc1c(NCCCO)nc(-c2ccccc2)c2c1CCCC2
30) CN(C)c1ccnc(-n2cccc2/C=N/OCc2ccccc2)c1C#N
31) O=C(NC1CCCCC1)N(Cc1ccccc1)Cc1ccco1
32) COC(C(=O)Nc1ccc(F)cc1)c1ccccc1 (stereo unspecified)
screen / no.,25,26,27,28,29,30,31,32
hDAT+cocaine,0.78,-0.49,0.36,.,0.52,0.088,-0.28,1.3
HUVEC tox TNFa,-19,-14,-19,-8,-13,-8,-26,1
Ecoli WT expand,-5,2,-8,3,6,-3,1,.
PLK1 PBD inh,6,-1,36,15,17,11,-3,10
PLK1 inh,-13,-5,-11,-5,-10,1,4,-6
IL1B cytotox,0,3,-4,-158,-26,.,-17,26
VCAM1 TNFa inh,-80,4,-8,15,-6,-8,12,5
sEH inh,16,2,-14,4,-15,2,8,-10
cytoskel mod,8,6,-2,-2,-1,8,-6,5

33) COC(=O)C(C(=O)OC)c1ccccc1[N+](=O)[O-]
34) Cc1cccc(-n2c(=O)cc(N3CCN(c4ccc(F)cc4)CC3)[nH]c2=O)c1
35) Cn1nc(-c2ccc(OCC(N)=O)cc2)c2ccccc2c1=O
36) Cc1ccc(NC(=S)N/N=C2/CCCc3c(C)cc(C)cc32)cc1
37) Cc1nnc(Sc2c(N)n(C)c(=O)n(C)c2=O)s1
38) CC1CCCCN1C(=O)CSc1ccc(-c2ccc(F)cc2)nn1 (stereo unspecified)
39) COc1cc(C(=O)N2CCC(n3c(C)nc4cc(F)ccc43)CC2)cc(OC)c1OC
40) COCCCn1c(SCc2cc(=O)[nH]c3ccccc23)nnc1-c1ccco1
screen / no.,33,34,35,36,37,38,39,40
hDAT+cocaine,-0.74,-0.54,-0.1,-0.011,-0.36,1.7,1.2,0.25
HUVEC tox TNFa,1,-10,-18,-16,-2,-1,-11,-21
Ecoli WT expand,-5,-11,2,-8,3,-5,.,-6
PLK1 PBD inh,18,2,-7,-11,22,-20,16,-5
PLK1 inh,-5,-8,-1,-8,3,-4,-1,-9
IL1B cytotox,6,1,-30,-6,-27,-26,-20,-10
VCAM1 TNFa inh,-1,25,12,7,7,-18,-9,-22
sEH inh,-4,5,3,-9,-5,0,15,3
cytoskel mod,22,-14,5,14,2,-22,8,1

41) COc1cccc(NC(=O)C(C)Oc2ccccc2)c1 (stereo unspecified)
42) C=CCn1c(SCCN2C(=O)c3ccccc3C2=O)nc2scc(-c3ccccc3)c2c1=O
43) O=C(NCc1ccc(F)cc1)c1cccc(S(=O)(=O)N2CCCC2)c1
44) CCOC(=O)c1c(NCc2ccc3c(c2)OCO3)c2ccccc2[nH]c1=O
45) CC1C=Cc2ccccc2N1C(=O)c1ccccc1 (stereo unspecified)
46) COc1ccc(Cc2nnc(NC(=O)c3cccc([N+](=O)[O-])c3C)s2)cc1
47) COC(=O)c1cc(OC)c(OC)cc1NC(=O)Nc1ccc(OC)cc1OC
48) CC(C)CCSc1nc2c(c(=O)[nH]c(=O)n2C)n1CCCc1ccccc1
screen / no.,41,42,43,44,45,46,47,48
hDAT+cocaine,-0.28,.,-0.16,0.041,-0.44,0.87,-0.039,-0.95
HUVEC tox TNFa,-30,-8,-35,2,-12,-21,1,-36
Ecoli WT expand,0,-11,4,2,8,-9,2,-12
PLK1 PBD inh,3,6,3,2,2,-26,-17,1
PLK1 inh,-10,-18,-3,0,2,-6,-2,-17
IL1B cytotox,-43,12,-13,-8,-4,-54,-32,-33
VCAM1 TNFa inh,10,3,-2,17,11,-6,-6,10
sEH inh,1,7,33,2,-4,-6,-8,8
cytoskel mod,-8,-6,10,-8,-18,2,-4,18

49) O=C(CNC(=O)c1ccco1)NCC(=O)OCc1ccccc1Br
50) Cc1cccc(C(=O)O/N=C2/CC3CCC2(C)C3(C)C)c1 (stereo unspecified)
51) COc1ccc(OC)c(NC(=O)CS(=O)(=O)Cc2nc(-c3ccccc3C)oc2C)c1
52) O=C(C(Cc1ccccc1)n1cccc1)N1CCN(c2cccc(Cl)c2)CC1 (stereo unspecified)
53) O=C1c2ccccc2C(=O)c2c1cccc2N1CCOCC1
54) Cc1cc(NC(=O)c2c(F)c(F)c(F)c(F)c2F)no1
55) C=CCNC(=O)CSc1nnc(-c2ccccc2Cl)n1-c1c(C)n(C)n(-c2ccccc2)c1=O
56) O=C(Nc1ccc2c(c1)OCO2)c1ccc(Cl)s1
screen / no.,49,50,51,52,53,54,55,56
hDAT+cocaine,-0.61,0.056,-0.41,0.3,-1.9,-0.7,-0.72,0.047
HUVEC tox TNFa,-31,-20,-6,-23,-11,-6,-16,-3
Ecoli WT expand,10,.,-15,-18,4,-4,-3,-4
PLK1 PBD inh,9,-6,-22,1,-1,3,-14,12
PLK1 inh,-15,-13,0,-8,-20,-7,-10,-2
IL1B cytotox,15,-1,-27,4,-16,-7,1,15
VCAM1 TNFa inh,8,-25,4,11,11,13,13,8
sEH inh,-5,-6,0,5,-7,7,9,27
cytoskel mod,37,-10,-3,2,4,-14,-9,2

57) Cc1cc(C(F)(F)F)c2c(N)c(C(=O)Nc3cc(C)on3)sc2n1
58) CCOc1ccccc1NC(=O)CC1NCCNC1=O (stereo unspecified)
59) Cc1nc2nc(COc3ccccc3)[nH]n2c(=O)c1Cl
60) CCOC(=O)c1sc(NC(=O)CCN2CC(C)OC(C)C2)c(C(=O)OCC)c1C (stereo unspecified)
screen / no.,57,58,59,60
hDAT+cocaine,-1,-0.024,-1.1,.
HUVEC tox TNFa,-22,-33,6,-22
Ecoli WT expand,2,-4,-15,-2
PLK1 PBD inh,4,5,-9,-35
PLK1 inh,-6,-2,-4,-13
IL1B cytotox,6,-34,-23,5
VCAM1 TNFa inh,-12,-10,-19,10
sEH inh,12,.,.,-1
cytoskel mod,1,15,-10,12

# Assay outcomes from PubChem BioAssay.
